Bioassay records from PubChem BioAssay.
aDG glyco act: alpha-DG glycosylation activation; Pro5-aDG cells, alpha-DG glycosylation AlphaScreen (IIH6); 0% Pro5, 100% B10-LARGE cell signal; activation, % at 10 µM; 360,000 compounds, 0.22% hits; AID 624168;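 active means activation of at least 8% versus controls, or a plate z-score of at least 8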;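 further: Pro5 are CHO cells carrying HIG-tagged alpha-DG that lacks glycosylation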
ABHD5 PLIN5 PPI: blocks binding of human ABHD5 to perilipin-5; Q00G26+Q8WTS1; 360,000 compounds, 0.78% hits; Split G. princeps luciferase complementation, luminescence, 4 h; inhibition, % at 4 µM; AID 602281;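 active means inhibition above the mean inhibition across every tested compound plus 3 SD, cut at about 22% in these data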;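 further: 0% = DMSO only wells and the 100% control is not disclosed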
Target sequence (Q00G26 whole entry, looked up): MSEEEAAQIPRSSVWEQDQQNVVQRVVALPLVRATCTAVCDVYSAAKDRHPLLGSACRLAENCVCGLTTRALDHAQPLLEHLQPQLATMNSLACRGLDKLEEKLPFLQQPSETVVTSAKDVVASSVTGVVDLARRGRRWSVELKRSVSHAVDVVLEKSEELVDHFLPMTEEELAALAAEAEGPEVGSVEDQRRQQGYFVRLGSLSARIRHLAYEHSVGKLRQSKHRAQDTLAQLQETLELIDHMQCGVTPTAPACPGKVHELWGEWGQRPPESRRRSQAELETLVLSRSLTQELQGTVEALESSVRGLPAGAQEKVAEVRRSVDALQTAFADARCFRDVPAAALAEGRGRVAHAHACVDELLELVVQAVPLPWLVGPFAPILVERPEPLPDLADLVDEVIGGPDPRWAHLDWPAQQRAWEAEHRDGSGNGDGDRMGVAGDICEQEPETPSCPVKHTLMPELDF
Target sequence (Q8WTS1 whole entry, looked up): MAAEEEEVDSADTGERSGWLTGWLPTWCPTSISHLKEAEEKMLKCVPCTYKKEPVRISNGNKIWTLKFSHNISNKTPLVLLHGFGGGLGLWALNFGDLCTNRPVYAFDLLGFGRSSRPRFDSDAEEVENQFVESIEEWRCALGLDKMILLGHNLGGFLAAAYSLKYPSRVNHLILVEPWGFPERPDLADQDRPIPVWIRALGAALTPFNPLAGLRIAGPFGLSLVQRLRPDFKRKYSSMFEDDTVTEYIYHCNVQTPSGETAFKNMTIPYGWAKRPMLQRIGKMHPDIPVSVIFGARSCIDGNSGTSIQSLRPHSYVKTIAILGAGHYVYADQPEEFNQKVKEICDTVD
MC4R barr agon: agonists of human melanocortin 4 receptor (MC4R) beta-arrestin. P32245. U2OS MC4R beta-arrestin complementation, luminescence; percent of melanotan II response, DMSO zero. activation, % at 8.9 µM. 360,000 compounds, 0.98% hits. AID 540308;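 active means activation above a per-plate cutoff, the mean activation of sample wells on that plate plus 3 SD, cut at about 8% in these data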
m5-HT2A agonist: agonists of mouse serotonin 5-HT2A receptor (HTR2A); activation, % at 7.6 µM; 360,000 compounds, 0.66% hits; CHO-K1 mHTR2A beta-arrestin complementation, luminescence; percent of 30 µM serotonin response; P35363;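 active means activation above a run cutoff, the mean activation of all tested compounds plus 3 SD, cut at about 14% in these data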;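 further: 0% = plate median of compound wells and 100% = 30 µM serotonin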
iPSC survival up: increases survival of single human iPS cells; 360,000 compounds, 0.044% hits; hiPSC single-cell survival, ATPlite luminescence; 100% = ROCK inhibitor wells, 0% = DMSO; survival enhancement, % at 20 µM; AID 602274; in the data active means survival enhancement above about 18%;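 further: cells exposed to compounds for 16 hours before the ATP read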
ABCB6 inh 2: inhibitors of human ABC transporter ABCB6 | Q9NP58 | K562-ABCB6 porphyrin accumulation, flow cytometry, 1 h; active compounds read low | fluorescence ratio to DMSO, % at 10 µM | 360,000 compounds, 0.19% hits | AID 602162;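 active means fluorescence ratio to DMSO below 75%, the collection mean minus 3 SD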;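 further: signal is porphyrin accumulated inside mitochondria; 100% equals median channel fluorescence of DMSO control wells; lower ratio means ABCB6 inhibition with less porphyrin fluorescence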
Granule exo inh: lytic granule exocytosis inhibition. 360,000 compounds, 0.66% hits. inhibition, % at 10 µM. TALL-104 LAMP-1 surface exposure, flow cytometry; cells stimulated with thapsigargin and PMA;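 active means inhibition above about 55%, limit read from the data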
Cardio protect: myocardial damage modulation in H9c2 cells. H9c2 cardiomyocytes, H2O2 injury protection, ATPLite, 2 h. protection from H2O2 cell death, % at 20 µM. 360,000 compounds, 0.63% hits. AID 588492;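 active means compounds giving at least 50% protection of heart cells from peroxide-induced death in the single-dose screen, raw or plate-pattern-corrected value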;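 further: 0% = DMSO wells with peroxide and 100% = DMSO wells without peroxide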
N-glyco inh: N-linked glycosylation inhibition; D54 ERlucT glycosylation luciferase reporter, 24 h; percent of 100 nM tunicamycin response; reporter increase, % at 12.5 µM; 360,000 compounds, 0.23% hits; AID 588692;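 active means mean luciferase reporter signal, scaled so untreated is 0 and the glycosylation-blocking control 100, at or above a set limit in every replicate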;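 further: luciferase carries N-glycosylation sites so blocking glycosylation raises the light; 0% = median of neutral control wells and 100% = median of 100 nM tunicamycin wells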
MC4R antag cAMP: antagonists of human melanocortin 4 receptor (MC4R); inhibition, % at 6.5 µM; 360,000 compounds, 0.48% hits; MC4R-expressing cells, MTII-stimulated cAMP, LANCE TR-FRET; P32245; AID 540295;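 active means inhibition above its plate's cutoff, the mean of tested wells on that plate plus 3 SD, cut at about 29% in these data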;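 further: 0% = Melanotan II alone and 100% = Melanotan II plus saturating MCL0020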
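Material: U2OS-MC4R stable cell line | Reagent: Melanotan II challenge after compound preincubation | Doses: One concentration, 6.5 µM nominal | Incubation: 30-min compound preincubation, 1-h Melanotan II challenge, 1-h detection, room temperature | Signal: TR-FRET cAMP assay | Replicates: One well per compound, no replicates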
* = called active by the depositor; · = no result given.

SMILES | aDG glyco act | ABHD5 PLIN5 PPI | MC4R barr agon | m5-HT2A agonist | iPSC survival up | ABCB6 inh 2 | Granule exo inh | Cardio protect | N-glyco inh | MC4R antag cAMP
COc1ccc(NC(=O)COC(=O)CCOc2ccccc2C)cc1Cl | -0.3 | -5 | 0.5 | 4 | 0.3 | 98 | -4 | 0 | 2 | -6
Cc1cc(Br)ccc1OCCN1CC(C)OC(C)C1 (stereo not drawn) | 0.7 | 0 | -2.3 | -2 | -0.6 | 96 | 1 | -3 | 0 | 1
CCN1C[C@@H]2[C@@H]3C(=O)N(C)C(=O)[C@@H]3[C@](Cc3ccccc3)(C(=O)OC)N2C1=NCc1ccccc1 | 0.1 | 5 | -0.7 | 8 | 1.4 | 93 | -9 | 8 | 2 | -2
COc1cccc(NS(=O)(=O)c2ccc3[nH]cc(C(=O)NCCCOC(C)C)c(=O)c3c2)c1 | -0.1 | -6 | -1.7 | -7 | 4.8 | 93 | 1 | -16 | -1 | 10
O=C(Nc1cnccn1)c1cccc(C(F)(F)F)c1 | -0.1 | 3 | 0.7 | 10 | -1.0 | 102 | 0 | 10 | 1 | 9
N#CC1=C(N)OC2=C(C(=O)CCC2)C1CCc1ccccc1 (stereo not drawn) | 0.1 | 0 | -1.6 | -2 | -0.1 | 95 | 0 | 1 | 2 | 3
COc1c(Cl)cc(Cl)cc1/C=N/NC(=O)c1nnn(-c2nonc2N)c1CN1CCC(C)CC1 | 0.4 | -6 | -2.0 | -2 | 0.7 | 95 | 0 | -4 | -5 | 4
CC(=O)c1cccc(NC(=O)NC(C)C2CCCO2)c1 (stereo not drawn) | -0.3 | 1 | -1.7 | 3 | 1.2 | 95 | 1 | -5 | 1 | -3
COCCNc1nc2c(-c3cccc(C(F)(F)F)c3)nnn2c2ccccc12 | 0.0 | -5 | -1.3 | -7 | 0.8 | 98 | 19 | -17 | 0 | -3
CCn1cc(CNC(=O)C2CCC(=O)N(Cc3ccccc3F)C2)cn1 (stereo not drawn) | 2.4 | -5 | 0.3 | 0 | 0.6 | 99 | -15 | 3 | -1 | 11
CCOC(=O)C1=C(C)N(c2ccccc2)C(=O)/C1=C\c1ccco1 | -0.4 | 6 | -1.2 | 4 | 0.0 | 94 | 2 | 5 | -1 | 4
O=C(COc1ccc2c3c(c(=O)oc2c1)CCC3)N1CCN(c2ccc(F)cc2)CC1 | -0.1 | -7 | 0.5 | -2 | 0.5 | 99 | -6 | -2 | 2 | 1
COc1ccc(CCNc2oc(COc3ccccc3)nc2C#N)cc1 | -0.1 | -13 | -1.5 | 1 | -2.5 | 100 | -2 | -2 | -1 | 7
OCCC1CN(C2CCC2)CCN1Cc1ccc(F)c(F)c1 (stereo not drawn) | 0.1 | 15 | -1.0 | -2 | -0.5 | 99 | -3 | -2 | -3 | 1
O=S(=O)([N-]c1nc2ccccc2nc1-[n+]1ccccc1)c1ccccc1 | 0.2 | 1 | 0.2 | 1 | 0.5 | 97 | 1 | 4 | 3 | -3
COc1cc2c(cc1OC)C(COc1cccc(C(F)(F)F)c1)NCC2 (stereo not drawn) | 0.5 | 0 | -1.4 | -2 | 0.9 | 107 | 1 | -1 | 6 | -4
O[C@H]1C[C@H](c2ccccc2)N(CC2CCCCC2)C[C@@H]1n1cc(C2CC2)nn1 | 0.1 | -18 | 3.5 | 0 | -1.4 | 100 | 34 | -18 | -2 | 12
c1ccc2c(C[C@@H]3CNCCN3CCC34CC5CC(CC(C5)C3)C4)cccc2c1 | 1.0 | -1 | 4.5 | -7 | -4.3 | 97 | 0 | -6 | 1 | -2
COc1ccc(NC(=O)CSCC(=O)Nc2ccc(S(=O)(=O)N3CCOCC3)cc2)cc1 | -0.2 | -2 | 0.3 | -2 | -0.2 | 104 | 5 | 10 | 2 | 9
COc1ccccc1Cc1c(-c2ccc(Cl)cc2)nc2c(C)cc(Br)cn12 | -0.2 | -12 | · | -2 | -1.0 | 105 | -2 | -2 | 13 | ·
COc1cccc(OC(=O)c2ccccc2)c1OC(=O)c1ccccc1 | -0.2 | -5 | -1.1 | -1 | 0.9 | 112 | -4 | -4 | 5 | 6
CC(=O)c1ccc(OCC(=O)N(C)CC(=O)Nc2ccc(N3CCOCC3)cc2)cc1 | 1.3 | -3 | 0.5 | 5 | 0.0 | 95 | 2 | 0 | -2 | 0
CCOc1ccc(NC(=O)CS(=O)CC(=O)N(CC(=O)NC(C)(C)C)C2CCCC2)cc1 (stereo not drawn) | -0.1 | -7 | -0.5 | 2 | -0.6 | 95 | -3 | 3 | 2 | -2
Cc1nn(Cc2ccc(Cl)cc2)c(C)c1NC(=O)c1cc(C(C)C)on1 | 0.4 | 2 | 0.7 | 10 | -0.6 | 84 | -9 | -17 | -2 | 5
CCOC(=O)C1=C(C)Nc2ccccc2N=C1NC(=O)C(CC)c1ccccc1 (stereo not drawn) | 0.1 | 1 | -2.2 | -7 | -1.8 | 102 | -4 | 1 | 1 | 9
CCN(CC)c1ccc2c(cc1=O)[C@@H](NC)CCc1cc(OC)c(OC)c(OC)c1-2 | -0.2 | -13 | -1.9 | -3 | -0.9 | 101 | 10 | 2 | 13 | -13
O=c1[nH]nc(Cc2ccc3ccccc3n2)c2ccccc12 | 0.1 | -1 | 0.0 | 4 | 6.1 | 96 | -3 | 39 | -1 | -6
COc1ccc(-n2c(C)nn(CCOc3ccccc3)c2=O)cc1 | -0.2 | -1 | -0.2 | 1 | -0.3 | 99 | 4 | 4 | -2 | 14
COc1ccccc1-n1c(SCC(=O)Nc2ccc(Br)cc2)nc(O)cc1=O | -0.1 | 2 | -1.8 | -2 | -0.6 | 104 | 1 | -3 | -1 | 5
COc1ccc(CCNC(=S)NCCc2c[nH]c3ccccc23)cc1 | -0.3 | -9 | 1.5 | -4 | -1.6 | 93 | 8 | -7 | -1 | 2

Individual results from the entries so far.
In MC4R barr agon, CCN(CC)c1ccc2c(cc1=O)[C@@H](NC)CCc1cc(OC)c(OC)c(OC)c1-2 is listed with -1.9
In MC4R barr agon, CCOC(=O)C1=C(C)Nc2ccccc2N=C1NC(=O)C(CC)c1ccccc1 (stereo not drawn) is listed with -2.2

New compounds follow
SMILES | aDG glyco act | ABHD5 PLIN5 PPI | MC4R barr agon | m5-HT2A agonist | iPSC survival up | ABCB6 inh 2 | Granule exo inh | Cardio protect | N-glyco inh | MC4R antag cAMP
COc1ccccc1CN(Cc1cc2c(C)ccc(C)c2[nH]c1=O)Cc1nnnn1Cc1ccco1 | 0.0 | 4 | -0.6 | -1 | -1.9 | 102 | -1 | 37 | -2 | 11
CC(C)(C)C(=O)Nc1cc(C(F)(F)F)ccc1N1CCOCC1 | 0.0 | -6 | -2.8 | 4 | 1.2 | 97 | 3 | -5 | 1 | 1
N#CC1C(C#N)N2CCCN2C1c1ccc(Br)cc1 (stereo not drawn) | -0.1 | 12 | -0.5 | -2 | -0.6 | 100 | 0 | 1 | 2 | -9
O=C(CN1CCC(NC(=O)C2CCCCC2)CC1)Nc1ccccc1 | 0.5 | 0 | -0.8 | -1 | 0.8 | 93 | 0 | -3 | 1 | 6
CS(=O)(=O)N1CCN(c2ccccc2NC(=O)Cc2ccccc2)CC1 | -0.3 | 0 | 0.1 | -1 | -2.6 | 86 | -2 | 10 | 0 | 0
O=C(c1cccnc1)N1CCN(Cc2cccc(Br)c2)CC1 | 0.1 | 24* | 1.6 | 7 | 1.5 | 97 | 2 | 1 | 2 | -5
COc1cc(C(=O)N/N=C(\C)c2ccc(NC(=O)Cc3ccccc3)cc2)ccc1O | 0.4 | 1 | -2.6 | -5 | 0.6 | 94 | 2 | 2 | 0 | -1
Cc1ncsc1CCC(=O)N1CCCC(C(=O)c2cccc(Cl)c2)C1 (stereo not drawn) | 0.4 | -8 | -1.6 | -5 | 1.5 | 101 | -4 | -3 | 0 | 4
CCCOc1ccc(C(=O)OCC(=O)c2c(N)n(C)c(=O)n(C)c2=O)cc1OC | -0.2 | -2 | -0.9 | 1 | 0.5 | 97 | 13 | -3 | -3 | 17
Cc1ccccc1N=C1c2cc([N+](=O)[O-])ccc2-c2ncccc21 | 0.4 | 7 | 0.4 | 8 | -2.7 | 89 | -1 | 1 | 3 | -4
CCN(CC)C(=O)CN1C(=O)C2(NC(=O)c3ccccc3N2)c2ccccc21 (stereo not drawn) | 0.1 | 1 | -0.2 | -1 | 2.4 | 99 | 4 | 14 | 0 | 2
C=CCn1c(C(C)NC(=O)COC)nc2ccccc21 (stereo not drawn) | -0.2 | -1 | -0.6 | 7 | -0.3 | 100 | -10 | -27 | 1 | -5
COc1ccccc1NC(=O)C1CCN(C(=O)NCc2ccccc2)CC1 | 0.0 | 9 | 0.2 | 6 | -0.3 | 101 | -13 | 2 | 3 | 8
Cc1cc(C)c2[nH]c(=O)c(CN(Cc3ccc4c(c3)OCO4)Cc3nnnn3C3CCCC3)cc2c1 | -0.2 | 0 | 0.2 | 0 | -0.3 | 80 | 0 | 8 | -5 | 2
NCC(O)COc1ccc2c(c1)OCO2 (stereo not drawn) | -0.1 | 5 | 0.1 | 2 | 3.6 | 107 | 1 | 1 | 1 | 11
O=C(CSCc1nc2c(nnn2Cc2ccc(F)cc2)c(=O)[nH]1)Nc1c(Cl)cc(Cl)cc1Cl | 0.2 | 3 | -1.8 | 5 | -0.5 | 97 | 2 | 22 | 1 | 2
CCc1nnc(N/N=C/c2ccccc2Cl)n1N | 0.0 | -32 | -0.9 | -1 | 0.7 | 103 | 8 | -2 | 10 | 0
CN(C)C1=NCCN1CCc1ccccc1 | 0.2 | -2 | 1.9 | 6 | 9.5 | 100 | 3 | -1 | 2 | 9
Cc1ccc(C)c(NC(=O)C2CCC(C)(C(=O)O)C2(C)C)c1 (stereo not drawn) | -0.1 | -3 | -1.2 | 13 | 2.3 | 90 | -2 | -2 | 0 | -5
CCCCNC(=S)NNC(=O)c1sccc1C | -0.1 | 2 | -1.5 | -2 | 6.2 | 101 | -2 | -4 | 3 | -3
Cc1nn(CC(=O)N2CCN(c3ccccc3)CC2)c(=O)c2cccn12 | -0.1 | -3 | 0.5 | 2 | 1.8 | 99 | -2 | 25 | 5 | -5
CCc1cc(C(=O)c2ccc(Br)cc2)c(NC(=O)CN(CC)CC)s1 | -0.1 | -6 | -1.4 | -7 | -0.4 | 95 | -3 | -3 | -2 | -1
Cn1ccc(C(=O)N2CCCc3ccccc32)n1 | 0.0 | 2 | -1.3 | 1 | -2.4 | 97 | -1 | 2 | -1 | 0
CCCNC(=S)N1CCC(Cc2ccccc2)CC1 | -0.3 | 18 | 2.1 | -1 | 0.1 | 100 | -3 | -7 | -2 | 8
CS(=O)(=O)c1ccc(C(=O)OCC(=O)N2CCN(CCC3CCCCC3)CC2)cc1[N+](=O)[O-] | 0.0 | 12 | -2.9 | -6 | 2.2 | 96 | -8 | -29 | -19 | 15
COc1ccc(Cl)cc1S(=O)(=O)N1CCN(C)CC1 | -0.1 | -5 | -1.9 | -5 | -1.6 | 102 | -1 | 5 | 0 | -4

No enrichment for hits. About 4.5% of those tested had a hit in this group.
